Wee1 stabilizer: human Wee1 degradation inhibition, primary screen | P30291 | HeLa Luc-Wee1K328M stability, luciferase luminescence; 100% = proteasome inhibitor MG132 effect | reporter increase, % at 5 µM | 1.2% of 220,000 active | AID 1321;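 active = activation above the mean of all tested compounds plus 3 SD, set per screening run, cut at about 8.8% in these data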;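 note: cells exposed to compound for 20 h before luminescence read; 0% = DMSO alone and 100% = MG132 at 30 µM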
FXIa inh: inhibitors of human coagulation factor XIa; 0.14% of 220,000 active; purified FXIa, Boc-Glu-Ala-Arg-AMC fluorogenic substrate; AID 798; inhibition, % at 5 µM;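 active = inhibition of at least 40%; inactive = inhibition below 40%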;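 note: fluorescence of freed AMC excited at 355 nm; 0% = enzyme without compound and 100% = no enzyme blank; many of its hits are not listed in these tables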
Target sequence (P03951 19-387 limits assumed): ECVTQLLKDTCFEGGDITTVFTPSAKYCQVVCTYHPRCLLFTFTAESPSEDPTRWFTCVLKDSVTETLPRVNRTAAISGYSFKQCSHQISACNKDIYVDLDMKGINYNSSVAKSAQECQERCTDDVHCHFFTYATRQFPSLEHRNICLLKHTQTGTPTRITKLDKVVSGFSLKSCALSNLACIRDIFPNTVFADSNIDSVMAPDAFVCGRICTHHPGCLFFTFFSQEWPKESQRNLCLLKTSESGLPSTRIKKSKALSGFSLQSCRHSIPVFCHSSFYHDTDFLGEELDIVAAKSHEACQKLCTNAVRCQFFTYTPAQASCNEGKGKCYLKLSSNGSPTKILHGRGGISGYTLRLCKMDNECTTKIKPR
Target sequence (P03951 388-625 limits assumed): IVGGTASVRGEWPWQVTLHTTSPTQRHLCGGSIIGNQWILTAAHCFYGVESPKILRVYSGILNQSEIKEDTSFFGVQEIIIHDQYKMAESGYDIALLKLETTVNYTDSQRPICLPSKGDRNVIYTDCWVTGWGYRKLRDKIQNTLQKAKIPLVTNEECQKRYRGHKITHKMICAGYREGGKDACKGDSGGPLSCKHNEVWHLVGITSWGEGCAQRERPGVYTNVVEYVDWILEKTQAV
zVAD death inh: blocks zVAD induced death of L929 cells; AID 1377; viability rescue, % at 10 µM; 0.38% of 220,000 active; L929 zVAD necroptosis rescue, ATP luminescence, 24 h; with zVAD 60 µM;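 active = activation, scaled between plate controls, above about 75%, limit read from the data; inactive = activation under that limit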;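 note: 0% = zVAD with DMSO and 100% = DMSO alone without zVAD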
FXIIa inh 1536: inhibitors of human coagulation factor XIIa | P00748 | purified FXIIa, Boc-QGR-AMC fluorogenic substrate, 2 h | inhibition, % at 5 µM | 0.3% of 220,000 active | AID 800; in the data active = inhibition above about 40%;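 note: 0% = enzyme with no compound and 100% = blank without enzyme; many of its hits are not listed in these tables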
PPC-1+TRAIL kill: compounds killing PPC-1 cancer cells with TRAIL present (potentiator screen, no TRAIL-free arm). PPC-1 cells + TRAIL, ATPLite viability luminescence. 0.41% of 220,000 active. cell killing (% activity), % at 4 µM;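 active = cell killing above 50% in the first pass at 4 µM, then a duplicate retest at 5 µM averaging 50% or more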;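 note: plate controls were cells with TRAIL plus DMSO for no effect and medium-only wells lacking cells for full effect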
CHOP inhibitor: CHOP inhibition in unfolded protein response. CHO-K1 CHOP-promoter luciferase, tunicamycin-induced, 15-18 h. inhibition, % at 10 µM. 3.8% of 220,000 active. AID 2732;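 active = compounds that reduced the stress-induced luciferase reporter signal by more than about 70% of percent inhibition, limit read from the data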;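 note: 0% = tunicamycin plus vehicle and 100% = wells without tunicamycin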
Tb hexokinase: T. brucei hexokinase 1 inhibition; recombinant TbHK1, G6PDH-coupled NADH A340; inhibition, % at 10 µM; 0.11% of 220,000 active; AID 1430;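 active = inhibition of 50% or more in the single-dose primary screen; inactive = inhibition below 50%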
TNF necrop inh: TNF-alpha cell death inhibition in Jurkat FADD-/- cells. Jurkat FADD-/- TNF necroptosis rescue, ATP luminescence, 24 h; 0 = TNF only, 100 = no-TNF cells. activation (protection from cell death), % at 10 µM. 0.068% of 220,000 active;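 active = activation, meaning protection from cell death, of at least 50% relative to plate controls; inactive = activation below 50%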;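 note: necroptosis triggered by 40 ng/mL TNF-alpha added together with compound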
EP2 antag: blocks the human prostaglandin E2 receptor EP2 | 0.52% of 260,000 active | inhibition, % at 25 µM | C6 glioma cells expressing human EP2, cAMP TR-FRET; cells stimulated with saturating PGE2;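 active = percent inhibition above 40 after rounding to a whole number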;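 note: rat C6 glioma host cells with rolipram phosphodiesterase inhibitor present; the protocol text gives 20 µM as final concentration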
Target sequence (P43116 whole entry, looked up): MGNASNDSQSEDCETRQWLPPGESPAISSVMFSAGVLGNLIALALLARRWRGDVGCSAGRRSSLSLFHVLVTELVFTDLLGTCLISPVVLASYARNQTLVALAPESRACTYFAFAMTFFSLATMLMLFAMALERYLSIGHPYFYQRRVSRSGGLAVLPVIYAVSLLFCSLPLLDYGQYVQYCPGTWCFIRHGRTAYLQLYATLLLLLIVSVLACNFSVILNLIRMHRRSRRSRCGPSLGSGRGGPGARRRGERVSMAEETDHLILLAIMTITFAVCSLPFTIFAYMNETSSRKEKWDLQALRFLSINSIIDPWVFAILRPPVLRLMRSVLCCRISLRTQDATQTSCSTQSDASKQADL
* = called active by the depositor; . = not tested or not shown; [ ] = dose if it differs, or a comment. Only part of the results is shown (hit frequency here may not be typical).

SMILES	Wee1 stabilizer	FXIa inh	zVAD death inh	FXIIa inh 1536	PPC-1+TRAIL kill	CHOP inhibitor	Tb hexokinase	TNF necrop inh	EP2 antag
NS(=O)(=O)c1ccc(-n2nncc2C23CC4CC(CC(C4)C2)C3)cc1	-0.3	4.9	0.0	13.0	6.6	10.3	1.1	0.8	6.1
O=C(NCc1ccc2c(c1)OCO2)C1Cc2ccccc2CN1C(=O)c1ccco1 (stereo unspecified)	-3.1	-1.0	0.8	8.3	7.2	0.6	3.0	1.2	9.7
O=C(CSc1cccc[n+]1[O-])c1cc2ccccc2o1	6.2	0.7	38.2	11.6	6.8	9.9	-11.5	2.7	2.8
CC(C)(C)OC(=O)CNC(=O)c1nc[nH]c1C(=O)NCC(=O)OC(C)(C)C	.	-1.9	0.2	1.7	1.4	21.9	-8.5	2.6	12.0
COc1ccc(S(=O)(=O)N(C)c2ccc(C(N)=O)cc2)cc1	-0.9	-9.1	0.3	9.3	1.1	15.5	-4.1	0.0	9.6
CCN(CC)C(=O)C(=O)N/N=C/c1ccc(C(=O)OC)cc1	-1.9	-2.4	1.5	7.3	-17.6	26.1	15.7	1.6	8.0
COc1ccc(/C=C(\C#N)C(=O)NCC(c2ccc(F)cc2)N2CCOCC2)cc1 (stereo unspecified)	-0.3	0.4	-0.2	11.1	10.5	23.6	-57.1	2.9	0.0
Cc1ccc(CN2CCN(Cc3ccccc3)C(CCO)C2)s1 (stereo unspecified)	-1.1	-4.7	0.0	4.7	-4.4	3.5	4.7	-0.5	3.5
O=C1CC(c2ccco2)Cc2nc(Nc3ccc(F)cc3)ncc21 (stereo unspecified)	-0.1	11.2	0.3	17.5	19.7	49.4	35.0	1.4	16.6
C=CCNC(=S)N1CCN(CCNC2=CC(=O)CC(C)(C)C2)CC1	-0.7	3.8	-0.3	8.6	12.1	-4.6	-3.9	3.3	12.8
Oc1c(Br)cc(/C=N/NC(=S)NCc2ccco2)cc1Br	0.6	0.4	0.4	3.6	0.0	12.8	-37.7	2.8	16.9
Cn1c(SCC(=O)NCCc2ccccc2)nnc1-c1ccncc1	-2.9	-8.1	0.0	3.4	5.9	-39.9	3.3	-2.6	2.8
O=C(CCS(=O)(=O)Cc1ccccc1)Nc1nc2c(s1)CCCC2	0.3	2.5	-0.2	13.2	-26.6	56.8	-0.2	-2.1	-1.5
CC(=O)Nc1ccc(S(=O)(=O)N2CCN(Cc3cccnc3)CC2)cc1	-3.0	0.4	-1.6	12.2	35.1	16.2	-2.0	0.2	7.2
CCc1ccc(Nc2oc(C)cc(=O)c2C(C)=O)cc1	0.9	9.7	-0.3	16.9	-1.0	-1.4	-26.2	-0.8	23.6
COc1ccc(CC(=O)OCn2nnc3ccccc3c2=O)cc1OC	-0.1	-2.0	1.0	10.7	10.5	11.0	-4.2	0.9	10.6
Cc1ccccc1Nc1nnc(SCC(=O)c2c(N)n(C)c(=O)n(C)c2=O)s1	-0.2	2.0	2.9	10.4	16.1	-2.8	-4.8	1.0	5.3
CC(=O)c1cc(F)c(N2CCN(CCC#N)CC2)cc1C	-1.5	5.0	0.2	13.8	6.2	-4.1	-11.5	-0.2	4.7
N#CC1=C(N)S[C@H](C(=O)C23CC4CC(CC(C4)C2)C3)[C@H]1c1ccncc1	-2.5	-15.3	0.3	4.7	30.1	28.4	6.7	-1.9	11.1
C=CCNC(=S)NNC(=O)c1ccc(Br)o1	0.5	16.2	0.5	7.6	-8.0	34.3	-11.1	1.2	11.2
CCCCCC(=O)N1CCCC(c2nc(-c3ccc(OC)cc3)no2)C1 (stereo unspecified)	2.0	-8.7	0.1	5.5	16.5	41.8	0.5	1.0	4.5
CCOC(=O)c1cnc2c(cnn2C)c1Cl	-2.3	-2.1	47.4	10.1	3.9	-7.6	2.6	0.4	5.4
COc1ccc(-c2ccc(C(c3c(C)[nH][nH]c3=O)c3c(C)[nH][nH]c3=O)o2)c([N+](=O)[O-])c1	4.0	7.7	-0.6	9.1	3.3	-38.7	1.9	-1.8	8.0
CCNC(=O)NC(=O)C(C)OC(=O)c1cccn1C (stereo unspecified)	-2.6	2.0	1.7	9.7	18.5	-4.8	2.4	1.9	8.0
Cc1oc(S(=O)(=O)N2CCCCC2)cc1NC(=O)Nc1ccc(Cl)cc1	-1.6	-0.2	7.2	6.4	-0.8	-2.7	-4.3	1.7	3.9
COc1cc(/C=C/C(=O)OCC(=O)Nc2ccc(NC(C)=O)cc2)cc(S(=O)(=O)N2CCc3ccccc32)c1OC	-2.6	-0.2	3.1	4.7	14.1	7.2	-11.0	1.0	5.9
CCOc1cc(/C=C/c2ccc3cccc([N+](=O)[O-])c3n2)ccc1OCC(=O)N(C)C	-2.1	-2.5	1.8	12.4	14.1	13.4	-11.1	-15.6	15.2
COc1ccc(-n2c(SCC(=O)NNC(=O)c3ccccc3C)nnc2-c2ccncc2)cc1	-1.4	3.1	1.0	-3.7	16.8	-5.5	2.4	-2.3	8.0
CCCN1CCN(C(=O)Nc2ccc(C(=O)OCC)cc2)CC1	0.7	-3.6	1.4	7.0	2.5	-1.7	-2.5	-0.3	5.2
Cc1nc(NC(=O)CN(C)S(=O)(=O)c2ccc(Br)cc2)sc1C	-2.8	0.4	1.4	12.7	13.0	-1.9	-6.6	0.1	6.2
Cc1ccccc1NC(=O)N1C2CCC1CC(O)(c1cccnc1)C2 (stereo unspecified)	1.4	3.0	0.0	11.4	-7.2	-16.3	1.8	-0.8	11.8
O=S(=O)(NCc1cc(-c2ccc(Cl)cc2)no1)c1ccccc1	-0.8	-0.6	0.6	10.2	-11.6	52.3	3.2	-1.9	10.7
COC(CNC(=O)c1cccnc1)OC	-0.1	-4.2	18.9	-0.1	-4.7	2.8	-1.2	-0.5	1.9
FC(F)(F)c1nnc2ccc(NCc3cccnc3)nn12	4.1	-1.7	2.9	2.3	-1.3	24.7	-2.6	-0.1	3.8
CCN(c1ccccc1)S(=O)(=O)c1ccc(Cl)c(NC(=O)CSc2n[nH]c(N)n2)c1	3.5	-1.5	-0.4	3.6	17.4	3.6	5.4	2.2	4.2
O=C(CCn1ccc([N+](=O)[O-])n1)Nc1nccs1	0.2	0.1	3.4	7.8	3.5	13.9	-2.2	1.3	2.6
COc1ccc(N(C(=O)c2cnccn2)C(C(=O)NC2CCCCC2)c2ccc(O)cc2)cc1 (stereo unspecified)	3.6	2.1	1.6	8.0	21.2	-2.6	6.0	-1.5	-1.0
CCOC(=O)C1CCCN(C(=O)C2CCCN(S(=O)(=O)c3ccc4c(c3)oc(=O)n4C)C2)C1 (stereo unspecified)	-0.9	-9.5	-0.6	-0.8	-1.5	16.5	-6.7	0.0	4.1
O=c1oc2ccccc2nc1/C=C(O)/C=C/c1ccc(F)cc1	-0.7	6.3	13.7	8.7	23.2	9.2	4.5	10.6	9.2
O=C(Nc1ccccc1Cl)N1C2CCC1CC(O)(c1cccnc1)C2 (stereo unspecified)	2.3	-2.4	16.5	3.4	-1.9[5 µM]	22.9	3.8	0.0	8.4
COc1cc(C)nc(OCCNS(=O)(=O)c2cc(C)ccc2C)n1	-1.1	-3.6	0.3	-5.9	22.3	4.1	2.0	-3.0	5.6
CC(C)CNC(=O)Nc1ccccc1F	-0.2	-1.0	2.4	10.4	6.4	-0.1	1.6	4.1	12.8
CN(C#N)c1nccc(-c2cccs2)n1	-3.6	1.3	11.4	4.1	15.5	17.1	-23.9	-0.2	1.1
O=C(Nc1ccccc1)c1ccncc1	-0.6	0.2	0.0	5.4	11.3	11.3	-2.1	-1.3	12.2
CO/N=C/Cc1c([N+](=O)[O-])c(C)nn1C	-1.2	-0.8	0.4	4.1	10.4	6.6	-9.5	0.0	8.0
CCOCCCNc1ccc(-c2ccccc2)nn1	-0.5	19.3	0.0	20.4	11.4	-39.6	-2.2	1.5	8.1
CC1=CC(C)(C)Nc2ccc(Cc3ccc4c(c3)C(C)=CC(C)(C)N4)cc21	6.6	-1.1	1.2	-1.1	2.9	19.0	-5.2	2.2	9.5
O=C(NCc1nnc(SCC(=O)N2CCC(Cc3ccccc3)CC2)o1)c1ccco1	-2.3	0.0	-0.8	1.4	17.3	32.5	4.4	-0.6	14.3
O=C(Cn1cnc2cc([N+](=O)[O-])ccc2c1=O)NC(=O)NCc1ccccc1	-0.6	-2.7	0.2	1.3	27.4	-6.0	-11.2	1.1	6.8
COc1cc(NS(=O)(=O)c2ccc(NC(=S)NC(=O)c3sc4ccccc4c3Cl)cc2)nc(OC)n1	-0.7	9.4	1.2	14.5	32.5	30.5	1.2	3.4	126.3*
C=CCc1cccc(/C=N/NC(=O)CNc2ccccc2)c1O	-0.1	-10.6	1.3	-1.9	6.7	88.5*	-10.3	-12.7	17.3
O=C(Cn1cc(C(=O)c2cccs2)c2ccccc21)NCc1cccs1	1.6	3.3	0.0	14.4	-0.9	16.8	-17.4	-1.3	14.6
COc1ccc2c(=O)c(-c3ccccc3C)c(C)oc2c1	-1.3	-6.0	-0.2	-1.2	-4.6	28.8	1.0	-8.1	9.5
C/C(=N\OCC(=O)Nc1ccc2c(c1)OCCO2)c1ccc2c(c1)OCCO2	-2.2	-4.8	85.5*	13.1	9.3	17.9	-1.8	0.7	5.6
CN(Cc1ccccn1)Cc1nc(COc2ccccc2)no1	0.0	-6.3	1.7	0.7	19.4	4.8	-3.2	1.0	9.8
CC(C)OC(=O)c1c(-c2ccc(C(C)C)cc2)csc1NC(=O)C1CCCO1 (stereo unspecified)	0.6	3.3	0.7	18.5	13.2	37.1	4.6	-3.0	13.3
Cc1ccccc1NC(=O)C(=O)NCc1ccccn1	0.3	-5.3	0.0	8.8	29.0	-21.7	-12.7	-1.9	2.7
CN(CCCNC(=O)c1cccc(N2CCCC2=O)c1)c1ccccc1	-1.2	6.1	-0.3	10.5	3.0	-8.6	-3.2	-1.1	12.6
CN1CC(=O)N(CC(=O)Nc2ccc(Br)cc2F)C1=O	-1.7	-1.9	0.3	6.2	-13.7	15.7	3.2	-0.2	6.3
CCOC(=O)c1c(NC(=O)c2ccc(N3CCOCC3)c([N+](=O)[O-])c2)sc(C)c1C	-3.1	2.9	-0.4	12.3	25.2	14.9	-9.4	-1.9	10.3

Further results.
SMILES	Wee1 stabilizer	FXIa inh	zVAD death inh	FXIIa inh 1536	PPC-1+TRAIL kill	CHOP inhibitor	Tb hexokinase	TNF necrop inh	EP2 antag
CCOC(=O)CCN(Cc1sccc1C)S(=O)(=O)c1ccc(F)cc1	-0.5	-8.8	-0.8	-7.3	8.7	-7.3	4.2	-0.1	2.0
COc1ccccc1Nc1nnc(SCC(=O)Nc2nc(-c3ccc(F)cc3)cs2)s1	3.4	-0.7	0.8	4.6	-12.9	35.5	-6.1	2.7	3.9
O=C(O)CC1S/C(=N/N=C2CCCCC2)N(c2ccccc2)C1=O (stereo unspecified)	-3.1	10.1	1.2	12.6	42.1	12.7	-5.2	0.5	13.2
CCOc1ccc(CCNC(=O)C2CCN(S(=O)(=O)N3CCCCC3)CC2)cc1OCC	2.9	18.6	.	27.1	24.8	17.1	-0.6	1.7	4.4
COc1cccc(-n2c(C)nc3cc(C(=O)O)ccc32)c1	-0.3	-2.9	0.0	0.5	-2.1	-2.0	-1.8	-0.1	0.4
Cc1ccsc1/C=N\NC(=O)CCc1c(C)n[nH]c1C	-2.4	-3.0	1.5	4.0	-1.0	-3.0	1.5	-0.9	7.1
O=C(c1ccco1)n1nc(-c2cccnc2)nc1NCc1ccco1	-2.5	11.2	73.3	19.4	-13.2	20.8	-3.0	1.6	4.6

Source: PubChem (several laboratories)
